NOD2 inhibition: inhibition of NOD2-driven NF-kB reporter – cell-based, luminescence, uHTS, HEK293 (AID 1566); HEK293 NOD2/NF-kB luciferase reporter, luminescence; higher % means a stronger effect; inhibition, % at 4 µM; hits with a dose series show EC50 in µM; 0.63% of 290,000 active; also: many of its hits are not listed in these tables
ER stress rescue: protection against thapsigargin-triggered cell killing – 384-well, CSM14.1, ATP luminescence, primary screen (AID 1222). CSM14.1 thapsigargin-induced death rescue, ATP luminescence; higher % means a stronger effect. cellular ATP content (survival), % at 20 µM; hits with a dose series show EC50 in µM. 190,000 tested, under 10 active;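 active = EC50 below 50 µM in the dose-response confirmation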;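 also: death triggered by thapsigargin at about 15 µM added after 2 h compound pretreatment; cell ATP read after overnight thapsigargin exposure of roughly 18 to 22 hours; normalized against plate controls of thapsigargin alone and 5% DMSO vehicle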
TNAP activation fold: stimulation of alkaline phosphatase TNAP activity – biochemical, luminescent, no phosphate acceptor, uHTS, primary screen (AID 1001). purified TNAP, luminescent activation assay, no phosphate acceptor; higher activation fold means a stronger effect. 0.03% of 200,000 active. activation fold at 20 µM, or EC50 in µM where a hit was titrated; in the data active = activation fold from about 3, or a potency from the dose series; inactive = the rest, 99 in 100 with activation fold below about 1.6; also: many of its hits are not listed in these tables
NOD1 NF-kB reporter: inhibition of NOD1-driven NF-kB reporter – cell-based, luminescence, uHTS, primary screen (AID 1578); 1% of 290,000 active; one-dose inhibition, % at 4 µM; EC50 in µM for titrated hits; NOD1-driven NF-kB luciferase reporter cells, luminescence; higher % means a stronger effect; in the data active = inhibition mostly above about 36%, no sharp cut-off; inactive = mostly below about 34%;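 also: HEK-293T reporter cells stimulated with the NOD1 agonist gamma-tri-DAP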
KOR beta-arrestin-1: KOR antagonists, beta-arrestin recruitment, cell-based, luminescence, uHTS (AID 1778); KOR beta-arrestin recruitment, luminescence, antagonist mode; higher % means a stronger effect; one-dose inhibition, % at 10 µM; IC50 in µM for titrated hits; 0.091% of 290,000 active; also: strong numbers were not always called active
NTR1 ag: NTR1-driven beta-arrestin-GFP spot formation – imaging, U2OS cells, high content, primary screen (AID 493036) | 0.17% of 330,000 active | agonist mode | activation, % at 20 µM | P30989;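 active = activation at or above 40% of the spot to cytoplasm intensity ratio, with at least 20 cells analyzed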;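 also: 0% = DMSO without peptide and 100% = 100 nM NTR1 peptide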
Target sequence (P30989 whole entry, looked up): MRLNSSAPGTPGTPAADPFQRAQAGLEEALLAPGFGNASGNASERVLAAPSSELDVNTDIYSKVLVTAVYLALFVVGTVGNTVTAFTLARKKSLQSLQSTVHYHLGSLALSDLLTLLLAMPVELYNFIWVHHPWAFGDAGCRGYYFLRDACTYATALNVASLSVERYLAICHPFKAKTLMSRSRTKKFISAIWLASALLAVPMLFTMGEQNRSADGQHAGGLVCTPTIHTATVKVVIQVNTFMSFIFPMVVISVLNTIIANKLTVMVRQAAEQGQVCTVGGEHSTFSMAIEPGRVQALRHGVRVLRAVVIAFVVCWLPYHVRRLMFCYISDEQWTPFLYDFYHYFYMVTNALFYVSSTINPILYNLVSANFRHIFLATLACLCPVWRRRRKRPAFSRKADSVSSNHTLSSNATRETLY
Yfh1-off respiration: mitochondrial function rescue without frataxin homolog – Friedreich's ataxia, plus single-dose screen, dose response (AID 1465); one-dose fold induction at 50 µM; EC50 in µM for titrated hits; 0.074% of 220,000 active; S. cerevisiae Yfh1-off respiration, WST-1 reduction, 72 h; higher fold induction means a stronger effect;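 active = fold induction of absorbance versus untreated yeast above a set limit, then at least 30% activation at any dose in follow-up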;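 also: activators that raise dye reduction in frataxin-depleted yeast; strong numbers were not always called active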
GPR55 beta-arrestin: GPR55 agonists via beta-arrestin recruitment, primary screen, imaging, U2OS cells, beta-arrestin-GFP redistribution (AID 1961) | U2OS GPR55 beta-arrestin-GFP redistribution imaging; higher % means a stronger effect | activation, % at 10 µM, or EC50 in µM where a hit was titrated | 0.048% of 290,000 active;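 active = activation above 40% with more than 50 cells counted in the well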;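 also: U2OS osteosarcoma cells stably expressing GPR55 and beta-arrestin-GFP; plate controls were DMSO negative control for no effect and LPI positive control for full effect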
KOR beta-arrestin-2: KOR agonists, beta-arrestin recruitment, primary screen, cell-based, luminescence, uHTS (AID 1777) | activation, % at 10 µM, or EC50 in µM where a hit was titrated | KOR beta-arrestin recruitment, luminescence; higher % means a stronger effect | 0.02% of 280,000 active; in the data active = activation above about 50%, passing the limit was not always enough; also: a part of the inactive calls stands beside numbers as strong as those of hits
NTR1 ag cell count 20 µM: second read-out of NTR1 ag, no call of its own (marks repeat the call); cell count; measured here: cell count, cytotoxicity flag
* marks the source's active call; other numbers are inactive results; i = inactive; · = no result given; [ ] = remark or other dose. Rule as the data show it, unless noted: active = inhibition above about 50%; inactive = the rest. Only part of the results is shown (hit frequency here may not be typical).

SMILES | NOD2 inhibition | ER stress rescue | TNAP activation fold | NOD1 NF-kB reporter | KOR beta-arrestin-1 | NTR1 ag | NTR1 ag cell count 20 µM | Yfh1-off respiration | GPR55 beta-arrestin | KOR beta-arrestin-2
O=C(Nc1ccccc1C(=O)Nc1nncs1)c1ccccc1 | 27% | · | · | -6% | -3% | 1.3 | 58 | i | -0.1% | 4.5%
CCOc1ccc(S(=O)(=O)NCc2cccnc2)c2ccccc12 | -7% | · | · | 18% | -38% | 1.3 | 72 | · | -0.2% | 2.3%
COc1cccc(/C=C2\C=C(c3ccc(C)cc3)OC2=O)c1OC(C)=O | 22% | · | · | 1% | -12% | -0.5 | 80 | · | -0.1% | -4.9%
Cc1occc(=O)c1OCc1ccc(F)cc1 | 18% | · | · | -3% | -2% | -1.4 | 92 | · | 0.0% | -1.8%
CC(=O)Nc1cccc(C(=O)Nc2ccccc2N2CCOCC2)c1 | 13% | -5.2% | 1 | -3% | 15% | 0.0 | 61 | i | 0.2% | 2.0%
Nc1ccccc1-c1nnc(SCc2ccccc2F)[nH]c1=O | 11% | 4.5% | 1 | -4% | 21% | 3.7 | 52 | i | -0.2% | -3.5%
CCC(C)n1c(=O)c(C(=O)Nc2ccccc2S(N)(=O)=O)c(O)c2ccccc21 (configuration not stated) | 0% | -2.0% | 1.1 | -17% | -47% | 2.3 | 60 | i | -0.1% | 10%
CCOC(=O)/C(=C\c1ccc(OC)c(OC)c1)C(=O)c1cccnc1 | -8% | · | · | -13% | -9% | 2.4 | 48 | · | -0.2% | -0.4%
CCOc1ccc(NC(=O)CSC2=NCCN2)cc1 | 3% | -3.0% | 1.1 | -23% | 17% | 0.0 | 36 | i | -0.4% | -0.6%
Cc1cc(N2CCN(c3ccccn3)CC2)n2cc(-c3ccccc3)nc2n1 | 7% | -1.6% | 1.1 | -18% | 17% | 2.9 | 83 | i | -0.3% | -1.1%
O=C(/C=C/c1ccc(OC(F)F)cc1)Nc1cccc(S(=O)(=O)NC2=NCCCCC2)c1 | -2% | · | · | -44% | 11% | 4.2 | 62 | · | -0.1% | -1.9%
Cn1cc(C(=O)C(=O)N2CCCc3ccccc32)c2ccccc21 | 16% | -1.6% | 1.1 | -6% | 27% | -1.2 | 70 | i | 0.4% | 2.1%
C=CCSc1nc2sc3c(c2c(=O)n1-c1ccccc1)CCN(C)C3 | 1% | · | · | -24% | -3% | 4.3 | 93 | · | -0.1% | 0.2%
O=C(COC(=O)CNC(=O)c1cccc(F)c1)NCCC1=CCCCC1 | 10% | -0.9% | 1.1 | 1% | 15% | 0.2 | 82 | i | -0.1% | -0.7%
Cc1cn(C2CC3OCC3O2)c(=O)[nH]c1=O (configuration not stated) | 13% | -3.0% | 1.1 | -14% | -10% | -0.3 | 61 | i | -0.1% | -1.5%
O=C(O)CC12CC3CC(C1)CC(n1ncc(NCC4CCCO4)c(Cl)c1=O)(C3)C2 (configuration not stated) | 19% | · | · | -4% | 23% | 0.1 | 57 | i | -0.1% | -0.8%
C/C(CC(=O)Nc1ccccc1[N+](=O)[O-])=N\NC(=O)COc1ccccc1C | 12% | -0.2% | 1.1 | -8% | 24% | -1.5 | 84 | i | -0.2% | -8.0%
COc1ccc(NC(=O)CCCN(C)S(=O)(=O)c2ccc(C)cc2)cc1 | 2% | 1.7% | 1.1 | -24% | -30% | 0.1 | 50 | i | 0.4% | 2.8%
COCCN1C(=O)c2cc(C(=O)Nc3ccc(OC)c(OC)c3)ccc2C1Nc1ccc(OC)c(OC)c1 (configuration not stated) | 18% | -9.2% | 1 | -26% | -4% | -0.7 | 86 | i | 0.6% | -0.7%
Cc1ccc(S(=O)(=O)N2CCN(CC(=O)N/N=C\C(Cl)=C\c3ccccc3)CC2)cc1 | 11% | 1.2% | 1.1 | -25% | -5% | 0.9 | 51 | i | -0.1% | 1.4%
COc1ccc(F)c(CN2CCC(N3CCC(C(=O)N4CCOCC4)CC3)CC2)c1 | 23% | 0.6% | 1.1 | -9% | -46%[20 µM] | 0.6 | 58 | i | -0.1% | -7.3%
O=C(OCC(=O)N1CCc2ccccc21)c1cccc(S(=O)(=O)N2CCCc3ccccc32)c1 | 5% | -2.1% | 1.1 | 22% | -7% | -0.8 | 41 | i | 0.2% | 9.4%
CN(N)c1ccc2c(C(F)(F)F)cc(C(F)(F)F)nc2n1 | 2% | -0.4% | 1 | -13% | -31% | 0.7 | 97 | i | 0.3% | 2.0%
N[C@@H](Cc1ccccc1)C(=O)N1CCC(C(=O)N[C@@H](CCC(=O)O)C(=O)O)CC1 | 0% | · | · | -6% | 1% | -0.8 | 77 | · | 0.3% | 1.4%
Cc1ccccc1NC(=O)C1C2CCC(O2)C1C(=O)O (configuration not stated) | 2% | -0.9% | 1.1 | -34% | -3% | -2.0 | 44 | i | 0.4% | -4.3%
Cc1ccc(S(=O)(=O)c2c(COC(=O)c3ccccc3Cl)c(-c3ccccc3)nn2C)cc1 | -4% | 1.0% | 1.1 | 19% | -52% | 0.5 | 36 | i | 0.0% | -1.5%
Nc1nnc(SCC(=O)NCc2ccc3c(c2)OCO3)s1 | 2% | -0.7% | 1.1 | -16% | 32% | 0.2 | 47 | i | -0.2% | -5.2%
Cc1c(Cl)cccc1NC(=O)CCNC(=O)N1CC(=O)Nc2ccccc21 | -8% | · | · | -15% | -20% | -0.4 | 57 | · | -0.1% | -0.8%
Cc1ccc(CNC(=O)[C@H](C)NC(=O)C2CCN(C(=O)[C@@H]3CCCN3C(=O)OC(C)(C)C)CC2)cc1 | 9% | · | · | -23% | -23%[20 µM] | 1.3 | 90 | · | 0.2% | -0.3%
Cc1noc(C)c1S(=O)(=O)N1CCC(C(=O)NCCC2=CCCCC2)CC1 | 3% | 6.8% | 1.1 | -9% | -2% | -1.0 | 51 | i | -0.1% | -2.3%
COc1ccc2c(c1)C=C(CN1CCN(C3CCCC3)C(CCO)C1)CO2 (configuration not stated) | -20% | -0.2% | 1.1 | -27% | 5%[20 µM] | -0.4 | 66 | i | -0.1% | -4.2%
CSCC[C@H](NC(=O)C(C)(C)Oc1ccc(Cl)cc1)c1nc2ccccc2[nH]1 | 5% | -3.2% | 0.9 | -15% | -2% | 0.1 | 103 | i | -0.1% | -2.4%
c1ccn2c(c1)nc1c2nc2ccccn21 | -6% | -1.6% | 1.2 | -42% | -10% | -1.9 | 44 | i | 0.7% | -5.8%
COc1ccc2[nH]c(CN3CCN(CC=C(C)C)C(CCO)C3)c(C)c2c1 (configuration not stated) | -24% | · | · | 42% | -34%[20 µM] | -0.8 | 54 | · | 1.6% | 5.0%
CCOC(=O)CSc1nc(C)c(C(=O)OCC)s1 | 4% | · | 1.1 | -6% | -23% | 0.5 | 69 | i | 0.4% | -3.4%
O=C1CCN(Cc2ccccc2)CCN1[C@H](CSc1ccccc1)c1ccccc1 | 4% | · | · | -24% | -18%[20 µM] | 1.1 | 87 | · | 0.2% | -5.2%
COc1ccc(/C=N/NC(=S)NC2CCS(=O)(=O)C2)cc1 (configuration not stated) | -2% | -1.7% | 1.2 | 32% | -11% | 0.4 | 70 | i | -0.3% | -9.2%
O=C(c1nc2nc(-c3ccccc3)cc(C(F)(F)F)n2n1)N1CCCCC1 | 27% | 0.4% | 1 | 30% | -49% | -1.0 | 72 | i | 0.3% | 6.5%
Cc1nccn1-c1cc(C(C)(C)C)nc2c(-c3ccccc3)cnn12 | -2% | -1.0% | 0.9 | 0% | 1% | 3.6 | 99 | i | 0.2% | -2.4%
COc1ccc(NC(=O)c2c(C)nn(Cc3ccccc3)c2C)cc1S(=O)(=O)N(C)C | 25% | · | · | -4% | 3% | 1.4 | 56 | · | 0.3% | -1.8%
CS(=O)(=O)/C(C#N)=C/c1cccn1S(=O)(=O)c1ccccc1 | 10% | · | · | -1% | 5% | · | · | · | 0.0% | -4.4%
Cc1cc(=O)oc2c(C)c(OCC(=O)NCCCN3CCOCC3)ccc12 | 19% | · | · | -14% | -27% | -1.0 | 45 | · | -0.1% | -0.6%
CC(C)c1ccc(C(=O)Nc2nnc(S(=O)(=O)N3CCCCC3)s2)cc1 | 26% | · | · | 38% | -19% | 4.5 | 58 | · | 0.0% | 5.1%
O=C(c1ccc2c(=O)n(Cc3ccccc3Cl)c(=S)[nH]c2c1)N1CCOCC1 | 4% | · | · | -15% | 13% | -0.1 | 64 | · | 0.3% | -4.4%
CC(=O)Nc1ccc(NC(=O)Cn2nc([N+](=O)[O-])c(Br)c2C)cc1 | 5% | -1.2% | 1.1 | -29% | -43% | -0.4 | 61 | i | 0.3% | 2.3%
CC(=O)c1ccc(NC(=O)C2CCN(S(=O)(=O)c3cccnc3)CC2)cc1 | 10% | · | · | -29% | -4% | 2.1 | 64 | · | 0.3% | -2.4%
Cc1ccc(C)c(N2CCN(c3ccncc3N)CC2)c1 | 8% | · | · | -7% | 6% | 1.0 | 79 | i | 0.3% | 3.2%
CC(=O)c1cccc(NC(=O)c2sc(Cl)nc2C)c1 | 14% | · | · | -2% | -30%[20 µM] | 0.5 | 52 | · | -0.1% | 0.2%
COC(=O)c1cc2ccccc2oc1=O | 9% | 1.1% | 1.1 | -10% | 1% | -0.8 | 96 | i | 0.0% | -0.2%
O=C(/C=C/c1ccccc1)N/C(=C/c1ccccc1)C(=O)Nc1cccc(C(=O)O)c1 | 17% | -0.8% | 1.1 | -20% | 7% | -0.7 | 38 | i | 0.0% | -5.5%
COC(=O)C1C2C=CC3(CN(c4ccc(Cl)c(F)c4)C(=O)C13)O2 (configuration not stated) | 8% | -3.0% | 1 | -16% | -32% | -1.5 | 47 | i | 0.4% | -0.9%
O=C(O)c1cc(-c2ccc(/C=N/Nc3ccc(Cl)cc3)o2)ccc1Cl | -22% | -1.5% | 1.1 | 4% | 14% | 1.7 | 70 | i | 0.2% | -2.1%
O=C(CCN1C(=O)C2CCCCC2C1=O)Nc1nc(-c2ccc(F)c(F)c2)cs1 (configuration not stated) | -12% | 0.0% | 1.1 | -14% | -14% | 1.6 | 41 | i | -0.3% | 1.0%
COc1ccc(-c2csc3ncn(-c4ccccc4)c(=O)c23)cc1OC | -12% | -1.3% | 1.1 | -5% | 8%[20 µM] | 2.3 | 62 | i | 0.5% | ·
CS(=O)(=O)Oc1ccc2c(c1)O/C(=C\c1cccnc1)C2=O | 6% | · | · | -9% | -12% | 1.5 | 50 | i | 0.6% | 9.0%
CCc1ccc(NS(=O)(=O)c2ccc3c(c2)oc(=O)n3C)cc1 | 19% | · | · | -14% | 27% | 4.8 | 71 | · | -0.1% | 1.1%
